HT1080 IDH1KD tx = qHTS for induction of synthetic lethality in tumor cells producing 2HG: qHTS for the HT-1080-IDH1KD cell line | HT-1080 IDH1 knockdown viability, ATP luminescence, 48 h | Potency, µM (titrated, usually from 46.1 µM), for the others: at the top dose activity, negative = toxicity, usual class: cytotoxic | 360,000 compounds, 2% hits | AID 686971, 2013;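 note: potency is the fitted concentration of half-maximal effect; 0% = DMSO wells and -100% = cell-free medium wells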
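Luminescent ATP read-out (CellTiter-Glo, 10 min at room temperature) after 48 h compound exposure at 37 °C gave viability of IDH1-knockdown HT-1080 cells. Activity was normalised to DMSO and cell-free wells, then fitted as concentration-response curves.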
SW480 rereplic = A quantitative high throughput screen for small molecules that induce DNA re-replication in SW480 colon adenocarcinoma cells; SW480 DNA re-replication, Hoechst DNA content imaging, 48 h; Potency, µM (doses to about 46.1 µM), inactives show at the top dose re-replication activation, hits mostly activators; 340,000 compounds, 1.8% hits; AID 624297, 2012; note: potency is the fitted concentration of half-maximal effect; % of control where 0% means no effect; nearly all actives have a fitted effect of over 55% in size
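Cells (250 per well) received 23 nL compound or DMSO by pin tool and were kept 48 hr at 37 C, 5% CO2. Nuclei were then stained with Hoechst for 40 min and scanned for DNA content.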
HT1080-NT tox = qHTS for induction of synthetic lethality in tumor cells producing 2HG: qHTS for the HT-1080-NT fibrosarcoma cell line | HT-1080-NT fibrosarcoma viability, CellTiter-Glo ATP luminescence, 48 h | Potency, µM (titrated, usually from 46.1 µM), for the others: top-dose activity, negative = less viability, hits mostly cytotoxic | 360,000 compounds, 1.6% hits;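 note: NT is the 2HG producing partner of a matched IDH1 knockdown line; potency is the fitted concentration of half-maximal effect; 0% = DMSO-treated cells and -100% = media-only wells without cells; nearly all actives have a fitted effect of over 55% in size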
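Viability of the 2HG-overproducing fibrosarcoma line after 48 hours of compound exposure at 37 degrees C was determined by luminescence with CellTiter-Glo, and concentration-effect curves were then fitted and categorized.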
KB-V1 cytotox = qHTS assay for MDR1-selective chemotherapeutics: Primary screen using the drug-selected MDR subline cells KB-V1; Potency, µM (highest dose often 46.1 µM), inactives show at the top dose activity change, negative = cytotoxicity, usual class: cytotoxic; AID 1347076, 2019; 400,000 compounds, 3.4% hits; KB-V1 MDR cells viability, CellTiter-Glo, 72 h; note: potency is the fitted concentration of half-maximal effect; % is set by controls: 0 for no effect and ±100 for the full control effect; nearly all actives have a fitted effect of over 60% in size
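Potencies derive from concentration-effect curves fitted to normalized luminescence (CellTiter-Glo) of KB-V1 cells treated for 72 h at 37 degrees C in phenol-red-free DMEM containing 10% FBS.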
MCF10A rereplic = A quantitative high throughput screen for small molecules that induce DNA re-replication in MCF 10a normal breast cells | 350,000 compounds, 2.9% hits | AID 624296, 2012 | MCF 10A DNA re-replication, Hoechst nuclear intensity, 48 h | Potency, µM (doses to about 46.1 µM), inactives show top-dose activity, positive = re-replication, hits mostly activators; note: potency is the fitted concentration of half-maximal effect; % of control where 0% means no effect; nearly all actives have a fitted effect of over 50% in size
S2 tox = Viability Counterscreen for Primary qHTS for Inhibitors of ATXN expression; 400,000 compounds, 0.49% hits; Potency, µM (doses to about 56.7 µM), hits mostly cytotoxic; S2 cells (HEK-293 line with an ATXN2-luciferase reporter) viability, CellTiter-Fluor protease fluorescence, 24 h; note: potency is the fitted concentration of half-maximal effect; nearly all actives have a fitted effect of over 40% in size
KB-3-1 tox = qHTS assay for MDR1-selective chemotherapeutics: Primary screen using the parental adenocarcinoma cell KB-3-1; Potency, µM (series often up to 46.1 µM), without a hit: top-dose activity change, negative = cytotoxic, actives largely listed as cytotoxic; KB-3-1 viability, CellTiter-Glo ATP luminescence, 72 h; 400,000 compounds, 1.4% hits; note: potency is the fitted concentration of half-maximal effect; % is set by controls: 0 for no effect and ±100 for the full control effect; nearly all actives have a fitted effect of over 60% in size
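Here the drug-naive KB-3-1 line serves as comparator for MDR sub-line selectivity; cells received compound titrations, 72 h at 37 °C, then CellTiter-Glo readout.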
ATXN2 expr inh = Primary qHTS for Inhibitors of ATXN expression; HEK-293 ATXN2-luciferase reporter, luminescence, 24 h; Potency, µM (top dose mostly 57 µM), for inactives: top-dose activity change, negative = inhibition, most hits filed as inhibitors; 360,000 compounds, 0.72% hits; AID 1745845, 2022; note: potency is the fitted concentration of half-maximal effect; % is set by controls: 0 for no effect and ±100 for the full control effect; nearly all actives have a fitted effect of over 55% in size
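ATXN2-luciferase reporter cells (luciferase flanked by upstream and downstream ATXN2 gene portions) were treated 24 h at 37 °C with compounds at up to 57 uM. SteadyGlo luminescence gave expression; GF-AFC fluorescence gave viability.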
IL1B secr inh = qHTS for Inhibitors of Inflammasome Signaling: IL-1-beta AlphaLISA Primary Screen. THP-1 LPS/ATP IL-1B secretion, AlphaLISA, 16 h; stronger effect = lower value. activity change, % at 57.5 µM. 360,000 compounds, 4.7% hits. AID 743279, 2014; in the data active = activity change below about -50%; inconclusive = mostly about -30% to -49%; note: % is set by controls: 0 for no effect and ±100 for the full control effect
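Secreted IL-1B measured by AlphaLISA bead assay after 16 h compound exposure of THP-1 cells; compounds (final up to 57.5 uM) added 1 h before LPS (250 ng/mL) and ATP (1.25 mM) stimulation; lower signal means less secretion.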
The depositor's hits bear a star; i = inactive; u = inconclusive; x = not tested or not shown; [ ] = dose if it differs, or a comment. Unless noted, calls come from the whole dose curve; as a rule, active = well fitted curve in the direction sought with a large enough effect; inconclusive = small, poorly fitted or top-dose-only effect, or another doubt; inactive = no such curve, though single readings can be large; an effect the other way counts as inactive or inconclusive. An unsorted share of the library; 11% or so of the library scored in one or more.

entry	SMILES	HT1080 IDH1KD tx	SW480 rereplic	HT1080-NT tox	KB-V1 cytotox	MCF10A rereplic
1	Cc1ccc(C2CC2C(=O)NN)cc1 (configuration not stated)	-9%	0%	10%	-6%	-7%
2	O=C(O)c1ccc(CSc2nnc(-c3ccc(Cl)cc3)o2)cc1	1%	20%	4%	u	1%
3	Cc1ccc(-n2c(C)nc3c(cnn3-c3ccccc3C)c2=O)cc1F	x	x	x	-8%	x
4	COC(=O)CSc1nnc(CNC(=O)c2ccccc2OC)n1-c1ccc(OC)cc1	-5%	-1%	-4%[9.24 µM]	20%	3%
5	CCCc1cc(C(N)=O)c(NC(=O)C2CCCO2)s1 (configuration not stated)	-7%	7%	4%	15%	-4%
6	CC1=CCC2(CO)COC(c3ccccc3O)C1C2 (configuration not stated)	15%	0%	-6%	10%	3%
7	c1ccc(-c2ccc(C3=Nn4c(Cn5nnc6ccccc65)nnc4SC3)cc2)cc1	-9%	2%	-11%	-24%	-23%
8	Cc1cc(C)cc(CC(=O)N2CCC2(C)C(=O)NS(=O)(=O)c2cc(C)ccc2F)c1 (configuration not stated)	17%	x	22%	2%	x
9	OCCCCCNc1ncnc2ccccc12	-17%	-4%	-3%	0%	0%
10	COC(=O)C(Cc1ccc(O)cc1)NC(=O)C1CCN(S(=O)(=O)c2ccc(C)cc2)CC1 (configuration not stated)	8%	1%	-3%	-6%	17%
11	COc1ccc(C(=O)N[C@H](C(=O)OCn2nnc3ccccc3c2=O)C(C)C)cc1	5%	-2%	8%	-14%	-3%
12	COc1cc(C(CCN2CCCC(C)C2)c2c(OC)cc(OC)c3c(-c4ccccc4)cc(=O)oc23)cc(OC)c1OC (configuration not stated)	u	13%	18µM*	11%	19%

entry	S2 tox	KB-3-1 tox	ATXN2 expr inh	IL1B secr inh
1	i	-4%	-7%	0
2	i	22%	14%	47
3	i	2%	6%	x
4	i	-3%	4%	-22
5	i	4%	6%	-9
6	i	-11%	-4%	3
7	u	-22%	-12%	-57*
8	i	0%	4%	2
9	u	0%	-13%	46
10	i	-6%	-12%	-99*
11	i	13%	5%	23
12	x	u	u	-10

As entered above:
Value of compound 1 in KB-V1 cytotox: -6%
Value of compound 11 in HT1080 IDH1KD tx: 5%
Value of compound 12 in KB-V1 cytotox: 11%
Value of compound 4 in ATXN2 expr inh: 4%
Value of compound 9 in IL1B secr inh: 46

(cont.)
entry	SMILES	HT1080 IDH1KD tx	SW480 rereplic	HT1080-NT tox	KB-V1 cytotox	MCF10A rereplic
13	O=[N+]([O-])c1ccc(Oc2cccnc2)nc1	13%	2%[9.22 µM]	11%	-12%	-6%
14	CCOC(=O)CC(Nc1nc(N2CCOCC2)nc(N2CCOCC2)n1)c1ccccc1Cl (configuration not stated)	-9%	u	-5%	0%	u
15	COc1ccc(NC(=O)NS(=O)(=O)c2ccc(C)cc2)c(OC)c1	-1%	-5%	1%	7%	-2%
16	Cc1ccc(COC(=O)c2cc(S(=O)(=O)N3CCCCC3)ccc2N2CCOCC2)cc1	-20%	-345%[inhibitor]	-6%	u	30%
17	Cc1ccc(N2CC(C(=O)Nc3nnc(SCC(N)=O)s3)CC2=O)cc1C (configuration not stated)	-1%	-5%	-3%	30%	-1%
18	O=C(Nc1ccc2c(c1)OCCO2)C1c2ccccc2OCC(=O)N1Cc1ccccc1 (configuration not stated)	-11%	x	-4%	0%	x
19	CCNc1nc(N)nc(Oc2ccc(OCCOc3ccccc3)nn2)n1	-2%	-16%	-8%	u	22%
20	CCN(CC)S(=O)(=O)c1ccc(Cl)c(NC(=O)c2cc(Cl)cc(Cl)c2)c1	-5%	-5%	0%	-6%	-2%
21	COc1ccc(N(CC(=O)Nc2ccc(C)cc2)S(=O)(=O)c2c(C)noc2C)cc1	-12%	-4%	-18%	-5%	0%
22	Cc1ccc(C)c(NC(=O)CN2C(=O)CCc3cc(S(=O)(=O)N4CCCCC4)ccc32)c1	x	x	x	11%	x
23	COc1ccc(OCC(=O)NC2CCCc3ccccc32)cc1 (configuration not stated)	-1%	-28%	-9%	-1%	-3%
24	CN(C)c1nc(-c2ccccc2)cc(C(F)(F)F)c1C#N	14%	-4%[9.22 µM]	15%	11%	-1%

entry	S2 tox	KB-3-1 tox	ATXN2 expr inh	IL1B secr inh
13	i	12%	-19%	-4
14	i	-1%	48%[activator]	-5
15	i	1%	-3%	12
16	i	u	-23%	-16
17	i	17%	2%	9
18	i	25%	8%	6
19	i	-3%	7%	7
20	i	-13%	-19%	-5
21	i	1%	x	-8
22	i	-24%	5%	x
23	i	0%	-28%	-87*
24	i	15%	-5%	23

Entries listed above shown as hits in IL1B secr inh.
nr	smiles	SW480 rereplic	IL1B secr inh
7	c1ccc(-c2ccc(C3=Nn4c(Cn5nnc6ccccc65)nnc4SC3)cc2)cc1	2%	-57*
10	COC(=O)C(Cc1ccc(O)cc1)NC(=O)C1CCN(S(=O)(=O)c2ccc(C)cc2)CC1 (configuration not stated)	1%	-99*
23	COc1ccc(OCC(=O)NC2CCCc3ccccc32)cc1 (configuration not stated)	-28%	-87*

Further entries.
entry	SMILES	HT1080 IDH1KD tx	SW480 rereplic	HT1080-NT tox	KB-V1 cytotox	MCF10A rereplic
25	COCCN(C(=S)Nc1cc(C)cc(C)c1)C(C)c1cccs1 (configuration not stated)	0%	5%	3%	18%	0%
26	COc1ccccc1NS(=O)(=O)c1cc(NC(=O)CCc2nc3ccccc3c(=O)[nH]2)ccc1C	-14%	u	-25%	0%	7%
27	COc1ccc(Cn2c(SCc3cc(C)ccc3C)nc3cc(OC)c(OC)cc3c2=N)cc1	u	u	u	11µM*	3.7µM*
28	CN(CC(=O)Nc1ccccc1Br)C(=O)c1cccc([N+](=O)[O-])c1	13%	-4%	21%	u	-1%
29	CCCCC(CC(O)COCC(C)C)C(=O)NN (configuration not stated)	1%	-5%	0%	2%	-1%
30	COc1ccc(NC(=O)CN(c2ccc(C)cc2)S(C)(=O)=O)c(OC)c1	8%	-1%	11%	-15%	2%
31	CCCCCCCCCCCCCCCC[n+]1ccc(C(N)=O)cc1	-6%	u	-4%	-16%	u
32	Cc1ccc(NC(=O)c2ccc(NS(=O)(=O)c3c(C)noc3C)cc2)cc1C	-6%	u	0%	4%	u
33	Clc1cccc(CNc2nnnn2-c2ccccc2)c1	-14%	-3%	-5%	23µM*	u
34	O=C1O/C(=C/c2ccccc2)N=C1c1ccccc1	29%	-1%	28%	26%	u
35	COc1cc(OC)c(C(=O)COc2ncnc3ccccc23)c(OC)c1	7%	-4%	4%	-4%	3%
36	Brc1ccc(CN2CCN(c3ccccn3)CC2)s1	-5%	-1%	0%	4%	7%

entry	S2 tox	KB-3-1 tox	ATXN2 expr inh	IL1B secr inh
25	i	6%	x	-10
26	i	-3%	-27%	13
27	x	u	x	-96*
28	i	-4%	-6%	2
29	i	0%	-2%	19
30	i	1%	7%	-9
31	u	u	u	-103*
32	i	6%	-6%	-18
33	i	u	-2%	41
34	i	4%	-25%	7
35	i	0%	-2%	11
36	i	-4%	1%	-83*

3 structures already listed, arranged by number of heavy atoms, descending:
entry	SMILES	HT1080 IDH1KD tx	SW480 rereplic	HT1080-NT tox	KB-V1 cytotox	MCF10A rereplic
35	COc1cc(OC)c(C(=O)COc2ncnc3ccccc23)c(OC)c1	7%	-4%	4%	-4%	3%
31	CCCCCCCCCCCCCCCC[n+]1ccc(C(N)=O)cc1	-6%	u	-4%	-16%	u
33	Clc1cccc(CNc2nnnn2-c2ccccc2)c1	-14%	-3%	-5%	23µM*	u

entry	S2 tox	KB-3-1 tox	ATXN2 expr inh	IL1B secr inh
35	i	0%	-2%	11
31	u	u	u	-103*
33	i	u	-2%	41

New compounds follow:
entry	SMILES	HT1080 IDH1KD tx	SW480 rereplic	HT1080-NT tox	KB-V1 cytotox	MCF10A rereplic
37	CCOc1ccc(N2CC(c3nc4ccccc4n3CCOc3ccc(CC)cc3)CC2=O)cc1 (configuration not stated)	x	x	x	5%	x
38	Cc1cc(C)n(-c2nc3ccccc3nc2Nc2ccc(C(C)C)cc2)n1	x	x	x	23%	x
39	Cc1c(-c2ccc(/C=N/NC(=O)C(=O)Nc3ccccc3F)o2)cccc1[N+](=O)[O-]	5%	-7%	11%	21%	-3%
40	CCOC(=O)N/N=C\c1cccc(OC)c1OC/C=C/c1ccccc1	0%	u	-1%	u	u
41	COC(=O)c1ccc(N2C(=O)CC(N3CCC(O)(c4ccc(Br)cc4)CC3)C2=O)cc1 (configuration not stated)	0%	-3%	8%	13%	8%
42	CC(C)NS(=O)(=O)c1ccc(NC(=O)Cc2cccs2)cc1	0%	0%	-5%	-41%	-3%
43	CC(=O)c1cc(-c2ccc(F)cc2)n(CCC(=O)NCc2ccccc2C)c1C	x	x	x	-4%	x
44	O=C(NCCc1ccccc1)c1ccccc1F	23%	7%	24%	9%	-17%
45	O=C(NCc1ccc2c(c1)OCO2)c1ccc(CN2CCc3ccccc3C2)cc1	-18%	3%	0%	-3%	18%

entry	S2 tox	KB-3-1 tox	ATXN2 expr inh	IL1B secr inh
37	i	-2%	15%	x
38	i	5%	13%	x
39	i	0%	x	5
40	i	4%	13%	i
41	i	1%	1%	18
42	i	-11%	17%	-8
43	i	-2%	0%	x
44	i	10%	-27%	-1
45	i	-5%	-5%	0

Along the list, from the results shown.
S2 tox, entries 37 to 45, in order: i, i, i, i, i, i, i, i, i
ATXN2 expr inh, entries 37 to 45, in order: 15%, 13%, x, 13%, 1%, 17%, 0%, -27%, -5%
